Tb PFK block – qHTS Assay to Find Inhibitors of T. brucei phosphofructokinase; ATP-dependent 6-phosphofructokinase (Trypanosoma brucei brucei), O15648; T. brucei PFK, ADP-Glo luminescence; Potency, µM (doses to about 57.5 µM), inactives show at the top dose activity, negative = inhibition, most hits filed as inhibitors; actives 0.17% (n = 330,000); AID 485367, 2010;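 further: potency means the concentration at half of the fitted maximal effect; 0% = uninhibited 1x PFK enzyme wells and -100% = no-enzyme wells; nearly all actives have a fitted effect of over 60% in size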
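Luminescent ADP detection (ADP-Glo, two-step: ATP depletion then ADP-to-ATP conversion for luciferase) reported PFK activity after 45 min room-temperature reaction of 1.25 nM enzyme with 0.5 mM F6P and 0.1 mM ATP at pH 8.0.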
TSG101-PTAP inh – qHTS Assay for Iinhibitors of HIV-1 Budding by Blocking the Interaction of PTAP/TSG101 | AID 493005, 2010 | Potency, µM (doses to about 115 µM), for inactives: top-dose activity change, negative = inhibition, usual class: inhibitors | Tumor susceptibility gene 101 protein (Homo sapiens), Q99816 | 340,000 tested, under 10 active | Fluorescence polarization, FITC-PTAP peptide / Tsg101 binding; active means well fitted inhibition curve with a large enough effect in the main read-out, with a control signal flat, not every such curve was filed as active; inconclusive means small, poorly fitted or top-dose-only effect, or effect the other way, or a change in a side signal; inactive means no such curve, though single readings can be large or run the other way; further: potency means the concentration at half of the fitted maximal effect; % of control where 0% means no effect
Target sequence (Q99816 whole entry, looked up): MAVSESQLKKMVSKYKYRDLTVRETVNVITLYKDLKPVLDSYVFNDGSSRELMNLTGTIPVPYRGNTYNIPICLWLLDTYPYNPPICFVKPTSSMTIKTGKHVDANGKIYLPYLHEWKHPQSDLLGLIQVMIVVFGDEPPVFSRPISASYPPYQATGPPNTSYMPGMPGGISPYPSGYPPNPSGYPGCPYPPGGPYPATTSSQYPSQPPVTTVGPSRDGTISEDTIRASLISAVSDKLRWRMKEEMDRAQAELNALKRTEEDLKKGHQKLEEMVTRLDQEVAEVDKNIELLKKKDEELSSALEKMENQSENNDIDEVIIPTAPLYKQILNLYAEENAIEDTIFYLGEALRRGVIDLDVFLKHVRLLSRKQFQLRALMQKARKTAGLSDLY
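FP read-out: FITC-PTAP peptide, 50 nM final, binding Tsg101 binding domain, 10 uM final; 20 min, r.t.; 10 mM HEPES pH 7.5, 0.15 M NaCl, 0.01% Tween 20, 3 mM EDTA, 0.1 mM TCEP.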
a7 integrin act – qHTS for Activators of Integrin-Mediated Alleviation for Muscular Dystrophy | actives 0.064% (n = 350,000) | alpha7betagal myoblasts, beta-gal FDG fluorescence, 48 h | Potency, µM (top dose mostly 38.3 µM), without a hit: at the highest dose activation, usual class: activators;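 further: potency means the concentration at half of the fitted maximal effect; 100% = response of the positive control SU9516; nearly all actives have a fitted effect of over 60% in size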
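alpha7betagal+/- myoblasts (passage 13, 250/well) treated 48 h at 37C with compounds at 1:260 dilution of DMSO stock. Lysed, then beta-galactosidase activity read as FDG fluorescence (ex 480/em 540) after 30 min, with pre-read for autofluorescence.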
ASM inhibitor – Inhibitors of Secretory Acid Sphingomyelinase (S-ASM): qHTS; placental ASM, HMU-PC fluorogenic substrate, 60 min; Sphingomyelin phosphodiesterase (Homo sapiens), P17405; actives 0.006% (n = 340,000); Potency, µM (top dose mostly 57.5 µM), for the others: at the highest dose activity change, negative = inhibition, usual class: inhibitors; further: potency means the concentration at half of the fitted maximal effect
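Human placenta-derived ASM preincubated with compound 10 min at room temperature, then reacted with 9 uM (final) fluorogenic HMU-PC substrate for 60 min at 37 C. Stop solution raises pH to 10; fluorescence read at Ex 386/Em 447 nm.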
Eya2 inh – qHTS Assay for Inhibitors of the Phosphatase Activity of Eya2; actives 0.006% (n = 330,000); AID 488837, 2010; Potency, µM (series often up to 76.9 µM), inactives show at the highest dose activity, negative = inhibition, actives largely listed as inhibitors; recombinant Eya2, OMFP fluorescence dephosphorylation (OMFP is methylfluorescein phosphate); further: potency means the concentration at half of the fitted maximal effect; on the % scale 0 is the no-effect control and ±100 the full control effect
Target sequence (O00167 whole entry, looked up): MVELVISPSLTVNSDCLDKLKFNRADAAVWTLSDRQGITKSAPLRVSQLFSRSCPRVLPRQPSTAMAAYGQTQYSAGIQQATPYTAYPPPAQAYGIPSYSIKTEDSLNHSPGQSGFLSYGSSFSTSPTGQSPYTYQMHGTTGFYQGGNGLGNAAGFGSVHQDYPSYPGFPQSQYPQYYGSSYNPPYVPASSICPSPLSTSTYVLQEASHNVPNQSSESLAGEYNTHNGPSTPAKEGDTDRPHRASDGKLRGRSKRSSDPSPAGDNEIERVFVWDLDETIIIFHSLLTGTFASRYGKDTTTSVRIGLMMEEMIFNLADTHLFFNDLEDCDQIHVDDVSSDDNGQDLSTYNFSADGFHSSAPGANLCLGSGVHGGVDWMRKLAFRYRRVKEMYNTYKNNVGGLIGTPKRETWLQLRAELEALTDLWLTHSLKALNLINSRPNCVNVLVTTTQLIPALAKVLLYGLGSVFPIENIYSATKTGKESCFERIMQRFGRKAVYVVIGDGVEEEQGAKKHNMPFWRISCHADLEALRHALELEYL
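Eya2 protein (added as 0.2 uM solution) was preincubated with compound for 10 min at ambient temperature in 50 mM HEPES pH 7.5, 50 mM NaCl, 5 uM MgCl2, 0.05% BSA, 1 mM DTT. OMFP (added at 50 uM) then reacted 10 min; fluorescence read at 485/525 nm.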
Chronic BCR inh – qHTS Assay to Find Inhibitors of Chronic Active B-Cell Receptor Signaling. ABC-DLBCL IkBa-CBG/CBR reporter, luminescence ratio, 4 h. actives 0.05% (n = 340,000). Potency, µM (series often up to 46.1 µM), without a hit: top-dose ratio change, negative = lower green/red ratio, hits mostly inhibitors; active means well fitted inhibition curve with a large enough effect in the signal ratio, with a control signal flat, not every such curve was filed as active; inconclusive means small, poorly fitted or top-dose-only effect, or effect the other way, or a change in a side signal; the % refers to the signal ratio;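 further: potency means the concentration at half of the fitted maximal effect; plate controls were basal doxycycline-induced cells for no effect and cells given 10 µM MG132 for full effect; MG132 reads +100%, hits lower the ratio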
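TMD8 ABC-DLBCL cells carrying doxycycline-inducible green luciferase fused to IkappaBalpha plus unfused red luciferase were exposed to compounds (up to 46 uM) for 4 hrs at 37C. Activity came from the overlap-corrected green/red luminescence ratio.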
AT treatment – qHTS Assay for Identifying a Potential Treatment of Ataxia-Telangiectasia. Potency, µM (doses to about 57.5 µM), for inactives: top-dose activation, hits mostly activators. […] A-T fibroblasts, KAP-1 phosphorylation AlphaLISA; neocarzinostatin DNA damage 30 min before lysis. AID 485349, 2010. actives 0.19% (n = 320,000); further: potency means the concentration at half of the fitted maximal effect; % of control where 0% means no effect; nearly all actives have a fitted effect of over 45% in size
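ATM-like activity read as KAP-1 phosphorylation via AlphaLISA donor/acceptor antibody pairs after lysis and 6 hr at 25C. Cells were ATM-null patient fibroblasts ([…], hTERT), dosed 60 min, then exposed to the DSB inducer NCS for 30 min.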
TSHR antagonist – Antagonists of the Thyroid Stimulating Hormone Receptor: HTS campaign; AID 504810, 2011; Thyrotropin receptor (Homo sapiens), P16473; TSHR-expressing cells, TSH-stimulated cAMP HTRF, 2 h; active compounds read low; activity change, negative = inhibition, % at 11.5 µM; actives 0.2% (n = 330,000);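 active means activity change below a set negative limit, meaning inhibition stronger than a set level, cut at about -70% in these data; inconclusive means activity change between two set negative limits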; further: on the % scale 0 is the no-effect control and ±100 the full control effect
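TSHR-expressing cells, 200/well, pre-treated with compound, then stimulated with EC80 TSH (4nM final) for 2 hours at 37 deg C. cAMP measured by competitive HTRF: anti-cAMP cryptate antibody in lysis buffer plus cAMP-d2, read after 30 minutes at room temperature.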
TCR activator – Activators of T cell receptors: qHTS campaign; primary human leukocytes, anti-CD3, IL-2 HTRF, 48 h; Potency, µM (series often up to 9.22 µM), for inactives: at the top dose activation of IL-2 secretion, usual class: activators; 330,000 tested, under 10 active; AID 504894, 2011; further: % of control where 0% means no effect
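Primary human leukocytes receive a-CD3 beads and test compound and are incubated 48 hr. Secreted IL-2 is then assayed by HTRF, measuring 665nm acceptor emission after 320nm excitation of the europium donor.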
ELG1 DNA repair – qHTS screen for small molecules that inhibit ELG1-dependent DNA repair in human embryonic kidney (HEK293T) cells expressing luciferase-tagged ELG1; HEK293T ELG1-luciferase reporter, luminescence, 16 h; DNA damage induced by 5-fluorouridine; Potency, µM (highest dose often 46.1 µM), for inactives: at the top dose activity change, negative = inhibition, most hits filed as inhibitors; actives 2.3% (n = 330,000); AID 504467, 2011; further: potency means the concentration at half of the fitted maximal effect; on the % scale 0 is the no-effect control and ±100 the full control effect; nearly all actives have a fitted effect of over 55% in size
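Reporter activity after DNA damage by 5-fluorouridine is monitored. Compound-treated cells incubate 16 hr at 37 °C, then ONE-Glo is added for 30 min before luminescence reading.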
Mito fusion yeast – qHTS Assay for Small Molecule Inhibitors of Mitochondrial Division or Activators of Mitochondrial Fusion. Potency, µM (titrated, usually from 46.1 µM), inactives show top-dose growth rescue (activation), usual class: activators. actives 0.23% (n = 320,000). AID 485298, 2010. S. cerevisiae fusion-defective mutant growth rescue, CellTiterGlo 48 h;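 further: potency means the concentration at half of the fitted maximal effect; % of control where 0% means no effect; nearly all actives have a fitted effect of over 45% in size; temperature-sensitive fusion mutants such as fzo1-1 at 37 °C on non-fermentable ethanol glycerol medium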
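S. cerevisiae fusion-defective temperature-sensitive mutants (e.g. fzo1-1, mgm1-5) grown 48 h at 37C in YPEG (ethanol/glycerol non-fermentable) medium with 23 nl compound per well; growth rescue read as CellTiterGlo luminescence.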
* = called active by the depositor; ? = inconclusive; nt = not tested or not shown; [ ] = remark or other dose. Unless noted, the call rests on the fitted dose curve; in most records, active means well fitted curve in the direction sought with a large enough effect; inconclusive means small, poorly fitted or top-dose-only effect, or another doubt; inactive means no such curve, though single readings can be large; an effect the other way counts as inactive or inconclusive.

SMILES	Tb PFK block	TSG101-PTAP inh	a7 integrin act	ASM inhibitor	Eya2 inh	Chronic BCR inh	AT treatment	TSHR antagonist	TCR activator	ELG1 DNA repair	Mito fusion yeast
CC(=O)c1ccc(NC(=O)CSc2nnc(NC(=O)C3CC3)s2)cc1	0%	nt	7%	-1%	7%	6%	0%	1	-4%	11%	-1%
O=c1c2c3c(sc2n2c(=S)[nH]nc2n1-c1ccccc1)CCC3	-13%	-7%	-15%	0%	2%	8%	-13%	-5	-2%	0%	5%
NC(=O)c1c(N)sc(=S)n1CC1CCCO1 (configuration not stated)	0%	-4%	2%	-3%	3%	0%	9%	4	-1%	2%	1%
CCCCCn1c(S(=O)(=O)O)nc2ccccc21	-1%	2%	-21%	3%	14%	13%	-3%	12	7%	7%	1%
CCOc1ccccc1NC(=O)Nc1ccsc1C(=O)OC	0%	-3%	-14%	-10%	-8%	?	19%	0	-11%	8%	-5%
O=c1cc[nH]c2c(C(F)(F)F)cccc12	-10%	-3%	37%	4%	9%	0%	2%	4	-24%	?	-3%
Cc1nn(Cc2ccc(C(=O)O)o2)c(C)c1[N+](=O)[O-]	-4%	1%	14%	2%	1%	?	-2%	-9	4%	4%	-1%
CCN(CC)S(=O)(=O)c1ccc(/C=C/C(=O)N(c2ccccn2)C2CCCCC2)cc1	-4%	-3%	-11%	1%	-13%	2%	1%	-5	1%	?	-2%
CCOc1ccc(-c2nnn(CC(=O)c3cc(OC)ccc3OC)n2)cc1	-3%	-2%	15%	4%	4%	-1%	6%	-2	0%	?	3%
CCOC(=O)c1sc2nc(SCC#N)n(CC3CCCO3)c(=O)c2c1C (configuration not stated)	-16%	0%	-13%	0%	10%	12%	5%	5	2%	-9%	-5%
CC(C)(C)NC(=O)CN(Cc1ccc(F)cc1)C(=O)Cn1nnc(-c2ccc(F)cc2)n1	3%	-4%	8%	0%	-11%	-9%	-3%	-7	-3%	3%	5%
O=C(CSc1nc2ccccc2nc1SCC(=O)N1CCCCC1)N1CCCCC1	-5%	-9%	17%	-4%	14%	-1%	7%	25	1%	16µM*	4%
COc1ccccc1NC(=O)c1ccc(NS(=O)(=O)c2ccc(F)c(Cl)c2)cc1	14%	-3%	18%	-11%	2%	3%	7%	-11	0%	-3%	16%
O=C1c2cccc([N+](=O)[O-])c2C(=O)N1C1CCCCC1	-2%	2%	-14%	-1%	7%	0%	-1%	3	-8%	0%	-3%
CCOC(=O)c1c(N)sc(C(=O)N(C)C)c1CN1CCOCC1	-4%	-1%	5%[7.66 µM]	8%	14%	5%	1%	7	nt	2%	2%
Cc1nn(C)cc1CNC(=O)c1ccc(Br)o1	3%	-4%	-5%	1%	-7%	-4%	2%	-2	3%	9%	-2%
O=C(CCN1CCc2ccccc21)c1ccc2c(c1)OCCO2	-1%	-6%	-55%[inhibitor]	11%	-7%	-3%	0%	-17	11%	?	-6%
Cc1ccc(-c2cc3nc(-c4ccccc4)cc(N4CCOCC4)n3n2)cc1	3%	1%	14%	358%[activator]	-20%	-15%	28%	-1	-1%[46.1 µM]	?	2%
C=CCc1c(C)nc2c(-c3ccccc3)cnn2c1N1CCOCC1	-1%	0%	11%	4%	10%	?	-12%	-10	1%	?	-18%
CCn1c2ccccc2c2cc(/C=N/n3cnnc3)ccc21	1%	-5%	35%	255%[activator]	-4%[15.4 µM]	?	3%	1	nt	-27%	-16%
COc1ccc(-n2c(=O)[nH]cc(C(=O)Nc3ccccc3)c2=O)cc1	-5%	-5%	3%	4%	-4%	9%	4%	-3	4%	10%	-2%
Cc1cccc(NC(=O)C2C(c3ccccc3)C2(Cl)Cl)c1C (configuration not stated)	2%	-1%	-18%	-28%	-11%	9%	-3%	-2	-3%	-13%	-10%
COC(=O)c1ccc2c(=O)n(CCCCCC(=O)O)c(=S)[nH]c2c1	1%	0%	5%	9%	-15%	?	-8%	-4	1%	5%	-1%
Cc1ccsc1/C=N/NC(=O)C1C(=O)NCC1c1ccccc1 (configuration not stated)	0%	2%	-2%	0%	-13%	10%	-10%	5	4%	-7%	1%
O=C(O)CCCC(=O)Nc1ccccc1Oc1ccccc1	4%	-5%	0%	2%	-6%	?	-6%	-1	-4%	0%	2%
(cont.)
SMILES	Tb PFK block	TSG101-PTAP inh	a7 integrin act	ASM inhibitor	Eya2 inh	Chronic BCR inh	AT treatment	TSHR antagonist	TCR activator	ELG1 DNA repair	Mito fusion yeast
C#CCOCCOCCOCCNc1nc(N2CCN(C(=O)[C@H](CCCCN)n3cc([C@@H](N)[C@H](C)CC)nn3)CC2)nc(N2CCN(C(=O)[C@H](CCC(=O)O)n3cc([C@@H](N)CCCCN)nn3)CC2)n1	0%	2%	25%	7%	-3%	0%	0%	7	-1%	10%	nt
OC(CN1CCOCC1)Cn1cnc2ccccc21 (configuration not stated)	-1%	-1%	-24%	-2%	-4%	2%	0%	11	0%	5%	-6%
Cc1cccc(C(=O)N2CCC(N3CCC(C(=O)N4CCOCC4)CC3)CC2)c1	-2%	nt	18%	8%	2%	3%	-1%	-3	-7%	-4%	2%
CC(C)c1ccc(NC(=O)COC(=O)C2CCCCC2)cc1	7%	0%	-7%	0%	-9%	-3%	1%	-2	-10%	?	3%
Cc1nc2nc(SCC(=O)NCCCN3CCCC3)nn2c(C)c1Cc1ccccc1Cl	1%	-2%	-84%[inhibitor]	-3%	-8%	-3%	6%	6	8%	?	1%
O=C(CSc1nnc(CNC(=O)c2ccco2)o1)Nc1ccc(F)cc1	1%	-6%	10%	-1%	12%	-16%	5%	3	-5%	19%	1%
COc1ccccc1/C=C/C(=O)N1CCN(S(=O)(=O)c2cc(C)ccc2C)CC1	-5%	-1%	-1%	-11%	-2%	?	-4%	-11	nt	?	6%
COc1cccc(CN2CCN(CC#Cc3ccccc3)CC2CCO)c1 (configuration not stated)	-4%	-5%	14%	-3%	-1%	0%	-4%	-8	-1%	5%	-3%
CC(OC(=O)c1cccnc1Cl)C(=O)Nc1ccc2c(c1)OCCO2 (configuration not stated)	2%	-9%	11%	1%	-14%	-3%	32%	6	6%	?	-14%
CC(=O)N1c2ccc(S(=O)(=O)N3CCCC3C(=O)Nc3cccc(F)c3)cc2CC1C (configuration not stated)	0%	0%	-26%	4%	5%	12%	2%	11	-3%	-15%	0%
CN(Cc1cnn(Cc2ccccc2)c1)C(=O)c1cccc(S(=O)(=O)N2CCOCC2)c1	-6%	-3%	-2%	2%	-5%	-10%	-8%	13	-2%	-21%	-5%
COc1ccccc1C(=O)Oc1ccc(C(C)(C)C)cc1	-3%	2%	20%	-4%	-13%	?	-2%	-5	5%	?	3%
CC1=Nn2c(nnc2-c2ccccn2)SC1	-5%	-2%	20%	0%	0%	-1%	-2%	6	2%	-10%	-10%
COc1ccc(C(=O)Nc2nnc(Cc3cccs3)s2)cc1OC	-2%	0%	-4%	-2%	?	8%	2%	38	5%	14%	1%
O=C(Cc1ccccc1)NC1CCN(C(=O)NCc2ccccc2)CC1	8%	-6%	-18%	-1%	-5%	-11%	-1%	-1	8%	0%	-2%
CCCC1CCC(c2ccc(OCC)cc2)=CC1=O (configuration not stated)	1%	-6%	4%	4%	-7%	-7%	-1%	-17	-4%	?	-5%

Compound activity: PubChem, National Center for Advancing Translational Sciences (NCATS)
